Source: PubChem (Broad Institute)
ARNT-TACC3 inh: disruptors of ARNT/TACC3 protein interaction, primary screen, biochemical, AlphaScreen, single concentration | Transforming acidic coiled-coil-containing protein 3 (Homo sapiens), Q9Y6A5 | AlphaScreen His-ARNT PAS-B/GST-TACC3 binding, luminescence; TACC3 fragment carries E629A point mutation | inhibition, % at 9.99 µM | 390,000 tested, 0.66% active;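 active = mean inhibition of replicates at least 50% and at least half of replicates each reaching 50%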;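 also: 0% = complete ARNT plus TACC3 wells and 100% = ARNT alone without TACC3; many hits fall short of the cut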
Starred values were filed as active, the others as inactive. A portion of the library; the hit share may differ from the screen's.

A first look, 2 compounds:
#	SMILES	ARNT-TACC3 inh
1	COc1ccc(C(=O)NC2CCSC2=O)cc1 (stereo unspecified)	12
2	CCc1c(C(=O)NNC(=S)NCCc2ccccc2)csc1C	-2

The list itself, repeating the preview:
#	SMILES	ARNT-TACC3 inh
1	COc1ccc(C(=O)NC2CCSC2=O)cc1 (stereo unspecified)	12
2	CCc1c(C(=O)NNC(=S)NCCc2ccccc2)csc1C	-2
3	CCOC(=O)c1[nH]cnc1C(=O)O	31
4	O=C(CCCN1C(=O)c2ccccc2C1=O)Oc1ccc(F)cc1	-7
5	COC(=O)c1ccc(/C=N/OCC(=O)NC2CCCCCCC2)cc1	-1
6	O=C(NCCO)c1c(O)c2cccc3c2n(c1=O)CC3	-3
7	CCn1c(SCC(N)=O)nc2c1c(=O)n(C)c(=O)n2C	0
8	COC(=O)C1(CCSC)NC(c2ccccc2OC)C2C(=O)N(C)C(=O)C21 (stereo unspecified)	-6
9	CC(C)OC(=O)CSc1nnc2n1C(C)(C)Cc1ccccc1-2	-4
10	Cc1cccc2cc(C(c3nnnn3C3CCCC3)N3CCOCC3)c(=O)[nH]c12 (stereo unspecified)	-3

Copied from the list:
`O=C(NCCO)c1c(O)c2cccc3c2n(c1=O)CC3` in ARNT-TACC3 inh shows -3
`O=C(CCCN1C(=O)c2ccccc2C1=O)Oc1ccc(F)cc1` in ARNT-TACC3 inh shows -7

(more compounds)
#	SMILES	ARNT-TACC3 inh
11	COc1ccc(-n2c(=O)c3ccccc3n(Cc3ccc(F)cc3)c2=O)cc1OC	-4
12	CCOc1cc(/C=C2\C(=O)N(Cc3ccc(C)cc3)C(C)=C2C(=O)OC)ccc1O	16
13	CO/N=C/c1ccc(Sc2ccccc2N)c([N+](=O)[O-])c1	10
14	CCCOc1ccc(C(=O)N2CCCc3ccccc32)cc1	-5
15	Cc1ccc(NC(=O)CN2C(=O)NC(Cc3ccccc3)C2=O)cc1 (stereo unspecified)	1
16	O=C(CSc1ncccn1)Nc1ccc(N2CCOCC2)cc1	-1
17	O=C(Nc1nc(NC(=O)c2ccco2)n(-c2ccccc2)n1)c1ccccc1	56*
18	CCOc1ccccc1NC(=O)NC1(C(=O)N2CCOCC2)CCCCC1	-4
19	Cn1cccc1/C=N/n1c(-c2ccc(C(C)(C)C)cc2)n[nH]c1=S	13
20	CCOc1ccc(-n2cnnn2)cc1S(=O)(=O)NCc1ccccc1	0
21	CC12CN3CC(C)(CN(C1)C3c1ccc(Br)cc1O)C2 (stereo unspecified)	1
22	Cc1nn(Cc2ccccc2)c2c1C(c1ccc(Cl)cc1)C(C#N)=C(N)O2 (stereo unspecified)	-3
23	CCOC(=O)/C(C#N)=C(/C)c1ccc(OC)cc1	0
24	CCOC(=O)C1=C(O)c2ccccc2C(=O)/C1=C\c1ccc(CC)cc1	14
25	Oc1cc(-c2ccc(N3CCCCC3)nc2)cc2cccnc12	14
26	CCc1c(C)c2ccc(OCC(=O)OC)cc2oc1=O	-4
27	COc1ccc(C(=O)Nn2c(SCC(=O)c3ccccc3)nc3ccccc3c2=O)cc1	-3
28	CCN(CC)c1ccc(C(=O)OCC(=O)NCC2CCCO2)cc1 (stereo unspecified)	-3
29	CCOc1ccc(C(=O)Nc2c(C(N)=O)oc3ccccc23)cc1	-4
30	CCCCN1C(=O)C2NN=C(C(=O)OC)C2C1=O (stereo unspecified)	-6
31	Cc1cc(NC(=O)c2ccc3c(c2)C(=O)N(CCC(C)C)C3=O)no1	-6
32	Cc1ccc(S(=O)(=O)Nc2nc3ccccc3nc2N2CCN(c3ccccc3F)CC2)cc1	-6
33	Nc1nc(CSCc2ccccc2)nc(N2CCOCC2)n1	35
34	O=C(N/N=C/C=C/c1ccccc1)c1ccc(Br)cc1	1
35	CC1=C(C(=O)Nc2ccccc2)C2(CCCCC2)C(C#N)=C(S)N1	10
36	COc1ccc(NC(=O)c2ccc(C)cc2Cl)c([N+](=O)[O-])c1	21
37	CCN(CC)c1ccc(C2C(C(=O)OC)=C(C)NC(C)=C2C(=O)OC)cc1	-4
38	Cc1ccccc1-n1c(=O)c2ccccc2n2cnnc12	2
39	Cc1ccc(S(=O)(=O)N2CCN(S(=O)(=O)N(C)C)CC2)c(C)c1	-8
40	Cn1c(=O)[nH]c(=O)c2c1nc(NCc1ccccc1)n2CCCc1ccccc1	-8

Some of the entries so far, field by field.
#32 Cc1ccc(S(=O)(=O)Nc2nc3ccccc3nc2N2CCN(c3ccccc3F)CC2)cc1
  ARNT-TACC3 inh = -6
#33 Nc1nc(CSCc2ccccc2)nc(N2CCOCC2)n1
  ARNT-TACC3 inh = 35
#34 O=C(N/N=C/C=C/c1ccccc1)c1ccc(Br)cc1
  ARNT-TACC3 inh = 1

New compounds follow.
#	SMILES	ARNT-TACC3 inh
41	C=CCOc1ccc(Br)cc1/C=N/O	-5
42	OC(CNCC1CCCO1)Cn1c2ccc(Cl)cc2c2cc(Cl)ccc21 (stereo unspecified)	5
43	COC(=O)CSc1ccc(C#N)c(SCC(=O)OC)c1	0
44	COc1ccc(-n2c(SCc3ccc(C#N)cc3)nnc2-c2ccccn2)cc1	43
45	NC(=O)CSc1nc(-c2ccccc2Cl)ns1	3
46	CN(c1ccccc1)c1nc(N2CCCC2)nc(-n2ccnc2)n1	4
47	CCCCNC(=O)c1ccccc1NC(=O)CCSc1ccccc1	-9
48	O=C(Nc1cccc(F)c1)NC1CCCCC1	1
49	CN1CCN(CC#CCC(O)(c2ccccc2)C2CCCC2)CC1 (stereo unspecified)	-1
50	CN(C)c1ccc(-c2noc(C3CCN(S(=O)(=O)c4ccc(C(=O)O)cc4)CC3)n2)cc1	5

Four entries from above, sorted by SMILES length, low to high.
#	SMILES	ARNT-TACC3 inh
41	C=CCOc1ccc(Br)cc1/C=N/O	-5
45	NC(=O)CSc1nc(-c2ccccc2Cl)ns1	3
47	CCCCNC(=O)c1ccccc1NC(=O)CCSc1ccccc1	-9
49	CN1CCN(CC#CCC(O)(c2ccccc2)C2CCCC2)CC1 (stereo unspecified)	-1

Other entries follow.
#	SMILES	ARNT-TACC3 inh
51	Cc1cc(C)nc(NS(=O)(=O)c2ccc(NC(=O)c3cccs3)cc2)n1	5
52	COc1ccc(S(=O)(=O)N(C)CC(=O)N2CCN(C)CC2)cc1C	2
53	COC(=O)[C@H](CCSC)NC(=O)Nc1ccc(OC)cc1	-4
54	CN1CCN(C(=O)c2ccccc2NC(=O)c2cccs2)CC1	-12
55	COc1ccc(OC)c(NC(=O)CSc2nc3ccccc3cc2Cc2ccccc2)c1	-7
56	Cc1cc(N)n2ncc(-c3cccc(Br)c3)c2n1	-5
57	COc1ccc(Br)cc1C(=O)NCc1cccnc1	29
58	COc1ccccc1-n1cnc(N)c1C(C)=O	-2
59	N#CC1=C(N)Oc2n[nH]c(-c3cccs3)c2C1C1C=CCCC1 (stereo unspecified)	4
60	Cc1ccccc1OCCNC(=O)c1ccccc1Sc1ccccc1C#N	-4
61	Cc1cc(S(=O)(=O)NCC(C)C)ccc1OCC(=O)NCc1ccccn1	3
62	C#CCOCCOCCOCCNc1nc(N2CCN(C(=O)[C@H](CCCCN)n3cc(C(N)[C@H](C)CC)nn3)CC2)nc(N2CCN(C(=O)[C@H](CCC(=O)O)n3cc(C(N)[C@H](C)CC)nn3)CC2)n1 (stereo partly specified)	10
63	CC(Sc1cccc2cccc(C(=O)O)c12)C(=O)O (stereo unspecified)	5
64	O=c1c(-c2ccc(F)cc2)coc2c3c(ccc12)OCCO3	-17
65	O=[N+]([O-])c1cc(S(=O)(=O)C(F)(F)F)ccc1Sc1nc2ccccc2[nH]1	3
66	CN(Cc1ccccc1)C(=O)COc1cc(Cl)ccc1Cl	-15
67	CC(=O)Nc1ccc(NC(=O)CSc2nnc(-c3ccccc3)n2Cc2ccc3c(c2)OCO3)cc1	7
68	O=S(=O)(c1ccccc1)c1nc(-c2ccco2)oc1NCCCN1CCOCC1	-2
69	Cn1c(SCC(=O)c2ccc3c(c2)OCO3)nnc1-c1ccccn1	-1
70	Oc1ccc(N=Cc2ccc(O)c(O)c2)cc1	9
71	O=C(CCCOc1ccccc1)Nc1ccc2c(c1)OCCO2	-4
72	CCCCOC(=O)c1ccc(NC(=O)c2cnccn2)cc1	25
73	O=C1c2cccc3c([N+](=O)[O-])ccc(c23)C(=O)N1c1nccs1	-5
74	COCCSc1nnc(NC(=O)C2CCCCC2)s1	-4
75	O=C(NCc1ccc(Cl)cc1)C1CCC(CNS(=O)(=O)c2ccccc2)CC1 (stereo unspecified)	-16
76	Cc1ccc2c(c1)CCCN2C(=O)c1ccoc1C	1
77	FC(F)(F)c1cc(-c2cccs2)nc(N2CCOCC2)n1	-8
78	O=C1Nc2ccccc2C1(c1ccccc1)c1ccccc1	-1
79	Cc1c(NC(=O)C2CCN(S(=O)(=O)c3ccccc3)CC2)c(=O)n(-c2ccccc2)n1C	0
80	CCCS(=O)(=O)N1CCCC(C(=O)NCCCN(CC)c2cccc(C)c2)C1 (stereo unspecified)	-6
81	Cc1ccc(C(C(=O)NC2CCCC2)N(Cc2ccco2)C(=O)CCC(=O)Nc2ccccn2)cc1 (stereo unspecified)	2
82	CC(C)Cn1cc(C(=O)N2CCOCC2)c2c3ccccc3n(C)c2c1=O	-5
83	CCC(=O)N1CCN(C(=O)CC)C1c1ccccc1	-9
84	Cc1c(OCc2ccccc2)c(=O)ccn1Cc1ccccc1	-2
85	Cc1c(C(=O)C(C)C)n(C)c2ccccc12	13
86	Cc1c(Nc2nc3ccccc3nc2N2CCN(c3ccccc3)CC2)c(=O)n(-c2ccccc2)n1C	2
87	O=C1CCNc2cc3ccccc3cc21	9
88	CS(=O)(=O)N1CCc2ccccc2C1	1
89	COC(=O)c1nn(-c2ccccc2)c(Sc2ccc(C)cc2)c1/C=N/O	4
90	COc1ccc2c(c1)C(NC(C)=O)C(=O)N2C (stereo unspecified)	-4
91	COc1ccc(-c2nc(-c3ccccc3)c(-c3cc([N+](=O)[O-])ccc3C)[nH]2)cc1O	21
92	COC(=O)Cc1ccc(NC(=O)c2ccc(C(C)(C)C)cc2)cc1	-2
93	COc1ccc(Br)cc1S(=O)(=O)n1ccnc1C	-4
94	Cc1ccc(C(=O)CSc2nc3ccccc3c(=O)[nH]2)cc1	-25
95	COCCCN1CC23C=CC(O2)C(C(=O)OC)C3C1=O (stereo unspecified)	-1
96	CCn1c2ccccc2c2cc(NC(=O)CSc3nnc(-c4ccc(OC)cc4)n3N)ccc21	0
97	COc1cc(OC)cc(C(=O)NCCNC(=O)c2ccccc2)c1	0
98	Cc1ccc2c(c1)NC(=O)c1cccnc1N2	0
99	COc1cc(S(=O)(=O)N(Cc2ccccn2)Cc2ccccc2Cl)ccc1-n1cnnn1	-5
100	CCCc1nnc(NC(=O)CCC(=O)NCc2ccccc2OC)s1	-6

(further entries)
#	SMILES	ARNT-TACC3 inh
101	CCOC(=O)c1c(C)[nH]c(C)c1C(=O)CSc1nnc(-c2ccncc2)n1Cc1ccccc1	5
102	OC(c1ccccc1)c1nc2ccccc2s1 (stereo unspecified)	-9
103	Cn1nnc(NC(=O)COc2ccc(C3CCCCC3)cc2)n1	-12
104	COC(=O)CCc1c(C)[nH]c(C(=O)OCc2ccccc2)c1C	7
105	CS(=O)(=O)Nc1ccccc1C(=O)NCc1ccco1	1
106	Clc1ccc2c(c1)C(c1cccs1)=NNC(c1cccnc1)=N2	-4
107	Cc1nn(Cc2ccccc2)c(N)c1C#N	1
108	O=C(NNc1ccc([N+](=O)[O-])cc1)C12CC3CC(CC(C3)C1)C2	8
109	CC(C(=O)N1c2ccccc2CCc2ccccc21)n1nnc(-c2ccc(N(C)C)cc2)n1 (stereo unspecified)	-7
110	CSc1ccc(NC(=O)NCCCN2CCN(c3ccccc3F)CC2)cc1	-7
111	CC(=O)N(C)c1ccc(NS(=O)(=O)Cc2ccccc2)cc1	1
112	CCCN1C(=O)SC(CC(=O)Nc2cccc3ccccc23)C1=O (stereo unspecified)	-3
113	CC(C)Cn1c2c(c(O)c(C(=O)Nc3ccc(F)cc3)c1=O)CCCC2	-7
114	O=C(CCc1nc2cccnc2n1Cc1ccccc1)NCCc1ccc(Cl)cc1	0
115	CC1(C)CC(=O)c2c(-c3cccs3)n[nH]c2C1	0
116	Cn1c(C(=O)N2CCc3ccccc3C2)cc2oc3ccccc3c21	0
117	O=C(Nc1ccc(S(=O)(=O)Nc2nccs2)cc1)C1CC(=O)N(c2ccccc2)C1 (stereo unspecified)	0
118	COc1ccc(CCNC(=O)C(=O)N2CCCCC2)cc1OC	-5
119	Cc1ccc[n+](CC(=O)c2cc3ccccc3oc2=O)c1	-1
120	Cc1cccc(-n2ccnc2SCC(=O)Nc2cc(C)on2)c1	1
121	Cc1ccccc1NC(=O)CSc1nnc(-c2ccco2)c(-c2ccco2)n1	4
122	COc1ccc(N2C(=O)CC(N3CCCC4CCCCC43)C2=O)cc1 (stereo unspecified)	4
123	CS(=O)(=O)c1cccc(C(=O)NC(c2ccccc2)c2ccccc2)c1	-7
124	Cc1cccc(NC(=O)CSc2nnc(-c3ccc(S(=O)(=O)N4CCOCC4)cc3)n2C)c1	3
125	CC(=O)Nc1ccc(NC(=O)COC(=O)Cc2cccs2)cc1	2
126	Nc1nc(-c2cccnc2)nn1C(=O)Cc1ccccc1	-1
127	COc1ccc2c(c1)C(=O)N(c1ccccc1OC)C(=O)C2(C)C	9
128	CCOC(=O)c1cc2c(C)n(-c3ccc(C)cc3)c(C)c2ccc1=O	2
129	O=C(NNC(=O)c1cnccn1)c1cccc([N+](=O)[O-])c1	20
130	CCCc1cc2c(=O)c(-c3ccccn3)coc2cc1OC	-6
131	CC1CN(C)C(c2ccccc2)C(C)C12NC(=O)NC2=O (stereo unspecified)	-1
